Screening results deposited in PubChem BioAssay by National Center for Advancing Translational Sciences (NCATS).
SW480 rerep = A quantitative high throughput screen for small molecules that induce DNA re-replication in SW480 colon adenocarcinoma cells. SW480 DNA re-replication, Hoechst DNA content imaging, 48 h. Potency, µM (top dose mostly 46.1 µM), for the others: at the top dose re-replication activation, usual class: activators. 340,000 compounds, 1.8% hits. AID 624297, 2012; note: potency is the fitted concentration of half-maximal effect; % of control where 0% means no effect; nearly all actives have a fitted effect of over 55% in size
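SW480 cells exposed to compounds for 48 hr at 37 C, 5% CO2, then Hoechst-stained 40 min. Nuclear DNA content imaged by fluorescence scanning (405 nm excitation, 500-530 nm emission); re-replication scored as increased high-intensity nuclei.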
ATXN2 expr inh = Primary qHTS for Inhibitors of ATXN expression | 360,000 compounds, 0.72% hits | AID 1745845, 2022 | Potency, µM (top dose mostly 57 µM), inactives show at the highest dose activity change, negative = inhibition, hits mostly inhibitors | HEK-293 ATXN2-luciferase reporter, luminescence, 24 h; note: potency is the fitted concentration of half-maximal effect; % is set by controls: 0 for no effect and ±100 for the full control effect; nearly all actives have a fitted effect of over 55% in size
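qHTS (up to 57 uM final) was run with 24 h compound exposure of reporter cells at 37 °C. Each well was multiplexed: SteadyGlo luminescence measured ATXN2-luciferase expression after a fluorogenic Gly-Phe-AFC viability readout (25 uM final).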
KB-3-1 cytotox = qHTS assay for MDR1-selective chemotherapeutics: Primary screen using the parental adenocarcinoma cell KB-3-1 | KB-3-1 viability, CellTiter-Glo ATP luminescence, 72 h | Potency, µM (doses to about 46.1 µM), for inactives: at the top dose activity change, negative = cytotoxic, hits mostly cytotoxic | 400,000 compounds, 1.4% hits | AID 1347075, 2019; note: potency is the fitted concentration of half-maximal effect; % is set by controls: 0 for no effect and ±100 for the full control effect; nearly all actives have a fitted effect of over 60% in size
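Using CellTiter-Glo luminescence, growth of non-resistant KB-3-1 adenocarcinoma cells is assessed 72 h after pin-tool compound addition at 37 °C. Normalized responses across the concentration series yield fitted curves.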
HT1080-NT tox = qHTS for induction of synthetic lethality in tumor cells producing 2HG: qHTS for the HT-1080-NT fibrosarcoma cell line; HT-1080-NT fibrosarcoma viability, CellTiter-Glo ATP luminescence, 48 h; Potency, µM (top dose mostly 46.1 µM), for inactives: top-dose activity, negative = less viability, actives largely listed as cytotoxic; 360,000 compounds, 1.6% hits;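 note: NT is the 2HG producing partner of a matched IDH1 knockdown line; potency is the fitted concentration of half-maximal effect; 0% = DMSO-treated cells and -100% = media-only wells without cells; nearly all actives have a fitted effect of over 55% in size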
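HT-1080-NT; 750 cells/well; 5% FBS RPMI; 48 h compound, 37 degrees C; CellTiter-Glo luminescence; curve fitting and curve-class assignment.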
WRN inhibitor = qHTS for Inhibitors of WRN Helicase. Potency, µM (titrated, usually from 114 µM), for inactives: top-dose activity change, negative = inhibition, usual class: inhibitors. Bifunctional 3'-5' exonuclease/ATP-dependent helicase WRN (Homo sapiens), Q14191. AID 651768, 2012. WRN helicase unwinding, fluorescent forked duplex, kinetic. 360,000 compounds, 0.46% hits; note: potency is the fitted concentration of half-maximal effect; % is set by controls: 0 for no effect and ±100 for the full control effect; nearly all actives have a fitted effect of over 55% in size
Target sequence (Q14191 whole entry, looked up): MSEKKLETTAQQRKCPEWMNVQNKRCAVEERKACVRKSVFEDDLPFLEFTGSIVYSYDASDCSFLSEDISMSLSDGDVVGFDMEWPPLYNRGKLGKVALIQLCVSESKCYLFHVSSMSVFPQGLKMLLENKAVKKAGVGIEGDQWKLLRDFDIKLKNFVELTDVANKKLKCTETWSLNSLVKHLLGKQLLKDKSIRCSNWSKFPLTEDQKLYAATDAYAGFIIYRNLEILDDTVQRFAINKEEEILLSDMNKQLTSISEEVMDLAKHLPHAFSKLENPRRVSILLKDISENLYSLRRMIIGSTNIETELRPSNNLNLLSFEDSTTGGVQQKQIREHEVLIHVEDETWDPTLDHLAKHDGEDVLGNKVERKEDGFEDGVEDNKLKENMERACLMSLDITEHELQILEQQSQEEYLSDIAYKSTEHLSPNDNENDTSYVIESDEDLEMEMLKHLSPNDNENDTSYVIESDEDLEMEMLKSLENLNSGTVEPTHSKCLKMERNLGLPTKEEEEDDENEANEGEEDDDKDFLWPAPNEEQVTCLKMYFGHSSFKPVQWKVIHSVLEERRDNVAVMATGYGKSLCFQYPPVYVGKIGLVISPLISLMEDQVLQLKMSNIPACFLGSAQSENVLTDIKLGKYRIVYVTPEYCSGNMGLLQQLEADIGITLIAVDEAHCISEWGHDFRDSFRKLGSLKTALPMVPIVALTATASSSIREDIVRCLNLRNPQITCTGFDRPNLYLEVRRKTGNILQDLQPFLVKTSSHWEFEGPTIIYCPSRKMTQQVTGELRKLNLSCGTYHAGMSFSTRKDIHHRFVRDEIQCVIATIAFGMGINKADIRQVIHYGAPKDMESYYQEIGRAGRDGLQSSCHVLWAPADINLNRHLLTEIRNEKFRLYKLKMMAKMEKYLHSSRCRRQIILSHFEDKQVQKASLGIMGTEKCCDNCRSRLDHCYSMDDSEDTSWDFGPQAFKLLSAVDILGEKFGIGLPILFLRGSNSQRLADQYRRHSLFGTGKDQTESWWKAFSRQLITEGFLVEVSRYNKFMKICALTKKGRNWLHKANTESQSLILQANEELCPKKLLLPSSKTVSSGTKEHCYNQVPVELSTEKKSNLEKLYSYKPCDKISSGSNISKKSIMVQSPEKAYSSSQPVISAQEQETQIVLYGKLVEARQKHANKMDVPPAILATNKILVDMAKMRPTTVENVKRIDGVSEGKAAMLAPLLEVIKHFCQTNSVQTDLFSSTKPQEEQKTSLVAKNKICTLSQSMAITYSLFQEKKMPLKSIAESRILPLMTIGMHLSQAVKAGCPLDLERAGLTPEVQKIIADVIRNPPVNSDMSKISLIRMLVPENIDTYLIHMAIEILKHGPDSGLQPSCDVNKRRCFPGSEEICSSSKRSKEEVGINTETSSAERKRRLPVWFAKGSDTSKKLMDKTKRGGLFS
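Kinetic red-fluorescence monitoring (525/598 nm) tracks WRN helicase activity after 100 nM fluorophore-quencher forked duplex and 2 mM ATP are added to 20 nM enzyme pretreated 15 min at room temperature with compound.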
KB-V1 cytotox = qHTS assay for MDR1-selective chemotherapeutics: Primary screen using the drug-selected MDR subline cells KB-V1; 400,000 compounds, 3.4% hits; KB-V1 MDR cells viability, CellTiter-Glo, 72 h; Potency, µM (highest dose often 46.1 µM), for the others: at the highest dose activity change, negative = cytotoxicity, usual class: cytotoxic; note: potency is the fitted concentration of half-maximal effect; % is set by controls: 0 for no effect and ±100 for the full control effect; nearly all actives have a fitted effect of over 60% in size
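Cytotoxicity via CellTiter-Glo luminescence after 72 h compound exposure at 37 degrees C. Cells: drug-selected KB-V1 line, DMEM phenol-red free plus 10% FBS. Compounds tested at multiple concentrations; normalized data fitted to concentration-effect curves.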
IL1B secr inh = qHTS for Inhibitors of Inflammasome Signaling: IL-1-beta AlphaLISA Primary Screen; THP-1 LPS/ATP IL-1B secretion, AlphaLISA, 16 h; hits give low values; activity change, % at 57.5 µM; 360,000 compounds, 4.7% hits; in the data active = activity change below about -50%; inconclusive = mostly about -30% to -49%; note: % is set by controls: 0 for no effect and ±100 for the full control effect
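THP-1 cells pretreated 1 hr with compounds (up to 57.5 uM final), then stimulated with LPS (250 ng/mL final) plus ATP (1.25 mM final); secreted IL-1B measured by AlphaLISA after 16 hr, decreased signal indicating inhibition.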
HT1080 IDH1KD tx = qHTS for induction of synthetic lethality in tumor cells producing 2HG: qHTS for the HT-1080-IDH1KD cell line; HT-1080 IDH1 knockdown viability, ATP luminescence, 48 h; Potency, µM (top dose mostly 46.1 µM), for the others: at the highest dose activity, negative = toxicity, hits mostly cytotoxic; 360,000 compounds, 2% hits;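 note: potency is the fitted concentration of half-maximal effect; 0% = DMSO wells and -100% = cell-free medium wells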
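Using the IDH1-knockdown HT-1080 line run in the same batch and compound series as the NT line, viability after 48 h at 37 °C was determined by CellTiter-Glo luminescence and expressed as % activity.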
MCF10A rereplic = A quantitative high throughput screen for small molecules that induce DNA re-replication in MCF 10a normal breast cells | 350,000 compounds, 2.9% hits | Potency, µM (titrated, usually from 46.1 µM), for the others: at the highest dose activity, positive = re-replication, actives largely listed as activators | MCF 10A DNA re-replication, Hoechst nuclear intensity, 48 h | AID 624296, 2012; note: potency is the fitted concentration of half-maximal effect; % of control where 0% means no effect; nearly all actives have a fitted effect of over 50% in size
* hit, by the source's call; ? = inconclusive; / = not tested or not shown; [ ] = remark or other dose. Unless noted, calls come from the whole dose curve; as a rule, active = well fitted curve in the direction sought with a large enough effect; inconclusive = small, poorly fitted or top-dose-only effect, or another doubt; inactive = no such curve, though single readings can be large; an effect the other way counts as inactive or inconclusive.

compound	KB-V1 cytotox	HT1080-NT tox	WRN inhibitor	ATXN2 expr inh	HT1080 IDH1KD tx	SW480 rerep	IL1B secr inh	KB-3-1 cytotox	MCF10A rereplic
CCOC1=C2CN(S(=O)(=O)c3ccc(C)cc3)C(c3ccc(C)cc3)CC2N(S(=O)(=O)c2ccc(C)cc2)C(c2ccccc2)C1 (stereo not given)	?	8.0%	3.8%	/	1.6%	/	15.6	3.26µM*	/
COCCNC(=O)CSc1nnc2c(Cl)cc(Cl)cn12	14.4%	13.7%	-2.4%	1.3%	15.5%	-3.7%	0.0	21.0%	-1.3%
CC(C)(C)c1ccc(S(=O)(=O)N2CC(=O)Nc3ccccc32)cc1	-8.2%	-1.3%	-0.5%	0.5%	-7.8%	1.5%	27.2	-0.6%	-0.5%
COC(=O)c1cc(Cl)c(NS(=O)(=O)c2ccccc2)cc1OC	1.5%	-3.4%	-20.4%	-12.7%	-0.4%	0.6%	-11.2	1.6%	19.0%
CC(C)Cc1nnc(NC(=O)c2ccc(N3CCCC3=O)cc2)s1	22.2%	2.8%	3.7%	4.2%	10.6%	-2.1%	-16.3	-7.5%	17.2%
CCOC(=O)C1(CC2CCCCO2)CCN(C(=O)Nc2ccc3c(c2)OCO3)CC1 (stereo not given)	-22.5%	?	-1.3%	-3.7%	1.4%	17.9%	0.0	-10.6%	-2.5%
CCCCOc1ccc(-c2nnn(CC(=O)Nc3ncc(CC(=O)OCC)s3)n2)cc1	?	2.6%	-12.1%	-8.3%	-1.9%	1.4%	-10.9	-7.7%	?
Cc1ccc2oc(-c3cccc(NC(=O)c4ccc(Br)o4)c3C)nc2c1	0.6%	0.5%	6.1%	6.6%	-1.4%	0.4%	5.1	4.0%	?
COc1ccc(CNC(=O)CN2CCN(C(c3ccccc3)c3ccccc3)CC2)cc1	-9.2%	-13.7%	-5.7%	-15.2%	-0.8%	?	-64.3*	-23.0%	?
COc1ccccc1Oc1ccc(S(=O)(=O)NCc2ccccn2)cc1	?	-6.8%	0.2%	-0.3%	-28.5%	-1.5%	-4.0	?	?
CCCCOc1cccc(/C=N/NC(=O)c2csc(C)c2C)c1	2.2%	-16.9%	-9.2%	12.1%	-21.2%	1.8%	?	-4.8%	?
COCC(=O)N(CCc1ccc(OC)c(OC)c1)Cc1nc2ccccc2c(=O)[nH]1	0.0%	-4.4%	22.5%	1.6%	-5.1%	?	9.1	-12.3%	9.3%
C=CCn1c(C(CC(C)C)CC(C)O)n[nH]c1=S (stereo not given)	2.7%	7.7%	-30.1%[57.1 µM]	-32.4%[11.3 µM]	3.9%	-1.9%	8.2	3.8%	7.4%
O=C(O)C1C2C=CC(C2)C1C(=O)Nc1cccc(Cl)c1 (stereo not given)	2.6%	0.8%	-9.7%[57.1 µM]	4.3%	5.1%	14.3%	12.7	5.2%	9.0%
COc1ccccc1C(CNC(=O)c1ccc(OCc2c(C)noc2C)cc1)N1CCCC1 (stereo not given)	?	-7.8%	7.7%	-13.6%	-2.1%	-17.6%	0.0	?	?
O=C(COc1ccc(Br)cc1CNCCCN1CCOCC1)Nc1ccccc1	-20.8%	-29.1%	-12.9%	3.1%	?	?	-70.2*	-18.7%	15.3%
CCOC(=O)c1oc2cc(O)cc(C)c2c(=O)c1-c1cscn1	6.4%	0.0%	5.3%	3.6%	8.4%	0.5%	-11.1	4.7%	-4.7%
CC(=O)Nc1ccc(-c2ccnc3c2CC(C)(C(=O)NCc2ccc(F)c(F)c2)O3)cc1 (stereo not given)	0.0%	?	-8.0%	-27.8%	14.6µM*	/	46.3	8.2µM*	/
CC(C)N(C(=O)CSc1n[nH]c(=O)n1CCc1ccccc1)C(C)C	-29.8%	11.4%	-26.9%	0.1%	9.2%	3.0%	17.6	7.8%	-6.9%
CCc1nnc(NC(=O)CSc2nc3cccnc3n2Cc2ccccc2)s1	?	6.0%	-1.2%	3.5%	5.7%	-2.1%	14.9	0.5%	?
CCc1noc(C)c1C(=O)N1CCN(S(=O)(=O)c2cc(C)ccc2C)CC1	/	2.3%	-0.1%	3.6%	6.3%	?	18.6	/	-3.0%
Cc1ccc(-c2ccc(CCC(=O)O)n2NC(=O)c2ccc([N+](=O)[O-])cc2)cc1	?	-26.2%	-7.6%	11.1%	2.9%	5.3%	2.8	-2.2%	3.4%
C=CCOc1ccccc1C1C2=C(CC(C)(C)CC2=O)Nc2c1c(=O)n(C)c(=O)n2C (stereo not given)	-19.6%	0.9%	-28.4%	-0.5%	-0.5%	-2.4%	-28.4	19.7%	-3.4%
COc1cccc(OCC(O)CN2CCN(C(c3ccccc3)c3ccccc3)CC2)c1 (stereo not given)	5.8%	-9.9%	-5.6%	/	-12.1%	?	-7.0	2.7%	17.3%
CCOC(=O)c1c(C)[nH]c(C2=NNC(=Nc3ccccc3)SC2)c1C	?	?	5.2%	/	?	72.0%	-67.5*	?	?
CCOC(=O)[C@]12CCCC=C1N(Cc1ccco1)C(=O)[C@H](CC(=O)NCCCN1CCCC1=O)C2	17.9%	29.9%	3.9%	1.2%	9.7%	/	18.5	9.9%	/
CC(C)(C)c1cc(NC(=O)Nc2ccccc2OC(F)(F)F)no1	4.0%	-16.0%	-3.1%	/	-7.2%	16.0%	3.8	-0.5%	?
Cc1c(OCC(=O)N(C)c2ccccc2)ccc2c3c(c(=O)oc12)CCC3	9.2µM*	-4.3%	9.5%	10.0%	-6.5%	0.4%	-2.8	-11.7%	10.7%
O=C(NCc1ccccc1)c1ccc2c(=O)n(CCCN3CCCC3=O)c(=S)[nH]c2c1	-1.3%	-2.7%	10.9%	-1.0%	-3.1%	-9.6%	16.8	1.3%	5.5%
O=C(O)c1cccc(COc2cccc3ccccc23)c1	16.3%	-12.6%	-11.4%	-7.5%	-13.1%	-6.7%	11.0	-11.8%	6.8%
CCn1c(SCC(=O)N2CCCCC2)nc2c(c1=O)SCC2	/	4.9%	3.1%	-5.6%	9.2%	-0.7%	17.9	/	6.3%
CSc1nc(N)c(C#N)c(-c2ccccc2Cl)c1C#N	?	?	-16.6%	-7.5%	?	-5.4%	0.0	?	?
N=c1sccn1CC(=O)Nc1ccc(Cl)c(S(=O)(=O)N2CCOCC2)c1	5.9%	-0.9%	-2.9%	-3.2%	3.5%[9.24 µM]	-5.0%	-6.0	6.1%	-1.6%
COc1ccc(NC(=O)N2CCC(Cc3ccccc3)CC2)cc1	?	-7.3%	-0.1%	-3.5%	-3.9%	6.1%	-50.3*	?	?
CC(C)(C)c1ccc(N/N=C(\C#N)S(=O)(=O)C(C)(C)C)cc1	?	23.1µM*	-4.4%	-31.5%	?	7.1%	?	?	5.9%
Cc1nnc(NC(=O)c2ccccc2Oc2ccccc2)s1	5.4%	-7.8%	5.4%	-8.3%	-1.7%	0.1%	-22.4	15.1%	?
CC(C)c1ccc(OCc2ccc(C(=O)NN3CCN(C)CC3)o2)cc1	-23.9%	7.3%	2.8%	23.3%	-24.9%	90.7%	-12.4	0.1%	0.0%
O=C(NCc1ccco1)Nc1cccc(-c2ccccc2)c1	-12.1%	4.1%	8.3%	4.9%	9.6%	-4.4%	-10.9	5.7%	-29.1%
Cc1cc(C)c(C)c(S(=O)(=O)NCc2ccc(C(=O)NCC3CCCO3)cc2)c1C (stereo not given)	22.7%	2.0%	3.1%	-18.1%	0.9%	13.4%	0.0	0.0%	6.2%
CC1CCN(C(=O)CSc2ccc(-c3ccc4c(c3)OCCO4)nn2)CC1	3.0%	10.4%	-7.7%[57.1 µM]	16.5%	1.1%	-48.9%	-7.8	11.8%	-0.9%
CN(CC(=O)NCCCc1ccccc1)S(=O)(=O)c1ccc(Br)cc1	-1.5%	11.5%	3.2%	-24.8%	1.8%	-0.1%	-18.0	6.1%	-3.1%
CNc1ccccc1-c1nc2ccccc2n(C)c1=O	1.1%	3.5%	-4.7%	-16.0%	9.2%	-5.7%	-3.8	1.6%	-4.4%
O=C(CCSCc1ccc(Cl)cc1)NCc1ccco1	1.2%	9.3%	-1.3%	/	10.6%	-6.4%	14.4	9.6%	10.9%
CCc1nnc(NC(=O)CSCc2cc(=O)n3nc(C)sc3n2)s1	24.9%	3.5%	7.4%	5.3%	2.8%	7.6%	11.7	5.6%	0.3%
